# Compound activity (PubChem)
# ADAM10 inh: inhibits human ADAM10 | inhibition, % at 7 µM | 0.62% of 370,000 active | recombinant ADAM10, EDANS/DABCYL FRET peptide cleavage, 3 h;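 active means inhibition above a per-campaign cutoff equal to the mean of compounds falling between control-based bounds plus 3 SD, cut at about 20% in these data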;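 further: 0% = DMSO wells while the 100% control is not disclosed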
# ADAM17 inh: ADAM17 inhibition, QFRET primary screen. recombinant ADAM17, EDANS/DABCYL FRET peptide cleavage. inhibition, % at 6.95 µM. 0.83% of 370,000 active. AID 720648;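 active means inhibition above the mean of compounds lying between control limits plus 3 SD, set per campaign, cut at about 8.5% in these data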;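 further: 0% = DMSO-only wells as the low control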
# PLC-gamma1 inh: PLC-gamma1 (human) inhibition, primary screen. 0.84% of 370,000 active. P19174. purified PLC-gamma1, fluorogenic substrate, fluorescence. inhibition, % at 12.2 µM; in the data active means inhibition above about 9.5%
# DDE Tn6 FP inh: disrupts Tn6 cyclic peptide binding to fibrin D-Dimer-E complex; P02675; Fibrin DD(E) TRITC-Tn6 fluorescence polarization displacement; inhibition, % at 8.3 µM; 0.21% of 370,000 active;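 active means inhibition above a per-campaign cutoff: mean of compounds within control limits plus 3 SD, cut at about 15% in these data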;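 further: 0% = median of all compound wells on the plate and 100% = blocking peptide control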
# PLCb3 inh: PLC-beta3 (human) inhibition, primary screen; inhibition, % at 12.2 µM; AID 720704; Purified PLC-beta3, fluorogenic substrate, fluorescence; 0.18% of 370,000 active; in the data active means inhibition above about 11%;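 further: 0% = median of compound wells on plate and 100% = full blocker control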
# Target sequence (Q01970 whole entry, looked up): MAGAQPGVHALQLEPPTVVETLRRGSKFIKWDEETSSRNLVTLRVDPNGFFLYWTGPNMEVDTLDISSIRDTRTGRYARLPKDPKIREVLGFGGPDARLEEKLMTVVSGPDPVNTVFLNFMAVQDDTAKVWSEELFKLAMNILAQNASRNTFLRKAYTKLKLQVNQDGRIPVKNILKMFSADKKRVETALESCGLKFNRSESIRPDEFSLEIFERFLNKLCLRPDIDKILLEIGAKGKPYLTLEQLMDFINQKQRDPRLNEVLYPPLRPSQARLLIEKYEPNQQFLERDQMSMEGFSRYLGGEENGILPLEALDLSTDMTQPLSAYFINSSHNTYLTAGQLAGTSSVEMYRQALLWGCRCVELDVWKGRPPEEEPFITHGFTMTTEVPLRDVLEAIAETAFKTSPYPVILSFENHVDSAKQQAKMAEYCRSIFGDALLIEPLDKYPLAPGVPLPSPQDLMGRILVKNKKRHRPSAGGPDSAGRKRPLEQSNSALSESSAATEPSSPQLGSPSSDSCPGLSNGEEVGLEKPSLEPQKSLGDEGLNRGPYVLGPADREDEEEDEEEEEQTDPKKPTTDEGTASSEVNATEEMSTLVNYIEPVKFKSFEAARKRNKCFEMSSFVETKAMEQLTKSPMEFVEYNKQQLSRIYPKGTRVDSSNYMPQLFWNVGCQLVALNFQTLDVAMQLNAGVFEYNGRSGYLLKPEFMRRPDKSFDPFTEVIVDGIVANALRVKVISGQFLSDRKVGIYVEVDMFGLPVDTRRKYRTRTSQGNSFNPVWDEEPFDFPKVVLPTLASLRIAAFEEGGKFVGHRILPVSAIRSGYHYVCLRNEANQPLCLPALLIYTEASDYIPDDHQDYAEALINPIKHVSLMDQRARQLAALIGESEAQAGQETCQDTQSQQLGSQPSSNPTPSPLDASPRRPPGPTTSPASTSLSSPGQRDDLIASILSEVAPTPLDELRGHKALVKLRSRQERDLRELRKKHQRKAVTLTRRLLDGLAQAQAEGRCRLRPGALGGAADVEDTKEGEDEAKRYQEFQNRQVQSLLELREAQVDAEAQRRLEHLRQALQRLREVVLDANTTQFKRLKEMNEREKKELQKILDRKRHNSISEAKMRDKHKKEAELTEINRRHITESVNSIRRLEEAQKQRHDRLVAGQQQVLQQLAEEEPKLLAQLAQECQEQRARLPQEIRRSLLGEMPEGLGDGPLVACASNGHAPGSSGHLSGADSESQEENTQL
# ARFGAP1 inhibitor: rat ARFGAP1 inhibition. inhibition, % at 16.5 µM. Arfgap1-stimulated ARF1 GTP hydrolysis, GDP FP detection. AID 651572. Q62848. 0.26% of 360,000 active;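 active means inhibition above a per-plate limit, mean inhibition of low control wells plus 3 SD, cut at about 25% in these data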;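 further: 0% = DMSO wells with enzyme and 100% = wells lacking Arfgap1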
#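 System: truncated rat Arfgap1 GAP domain / Medium: HEPES-based buffer, pH 7.5 / Also added: N-terminally truncated human ARF1-GTP substrate / Incubation: enzyme reaction 120 min at 25 °C after 20 min preincubation / Measured by: FP of antibody-bound GDP Alexa 633 tracer, ex 620/em 688 nm / Replicates: singlicate, each compound tested once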
# Tn7 DDE FP: inhibitors of Tn7 peptide binding to human fibrin DD(E); P02675; FP displacement of FITC-Tn7 peptide from fibrin DD(E); 0% = median of compound wells per plate; inhibition, % at 8.3 µM; 0.13% of 370,000 active;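 active means inhibition above the mean of compounds falling within the control limits plus 3 SD of them, cut at about 14% in these data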;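 further: 0% = plate median of compound wells and 100% = 10 µM Aha-Tn7 peptide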
#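 Measure: % inhibition scaled between sample-field median and high-control FP; Test system: human fibrin DD(E); Quantity: 2 µM final DD(E) protein; Doses: one dose, 8.3 µM nominal; Schedule: compound with protein 10 min, then 3 h after probe, room temperature; Detection: fluorescence polarization; Medium: Tris buffer with calcium and detergent, pH 7.8.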
# ASAP1 GAP inh: blocks human ASAP1-stimulated Arf1 GTP hydrolysis; 0.19% of 360,000 active; GDP FP detection; inhibition, % at 16.5 µM; in the data active means inhibition above about 25%;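 further: 0% = vehicle with enzyme and substrate and 100% = no enzyme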
# SIAE primary: blocks human sialic acid acetylesterase. SIAE FP-Rh probe binding, fluorescence polarization. inhibition, % at 9.66 µM. 0.69% of 370,000 active. AID 1053197;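 active means inhibition above a cutoff: mean of compounds within the control limits plus 3 SD of those, cut at about 17% in these data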;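 further: 0% = plate median of compound wells and 100% = probe without SIAE protein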
# TDP2 inh: TDP2 (human) inhibition, absorbance primary screen | 0.34% of 370,000 active | recombinant TDP2, T5PNP hydrolysis, p-nitrophenol absorbance 415 nm | inhibition, % at 12.8 µM;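 active means inhibition above the mean of all tested compounds plus 3 SD, set per campaign, cut at about 25% in these data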;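 further: 0% = DMSO with enzyme and 100% = buffer with substrate but no TDP2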
#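 Read-out basis: percent inhibition. System: recombinant human TDP2. Buffer or medium: Mg2+-containing Tris-HCl buffer, pH 7.5. Repeats: single replicate. Timing: reaction 2 h, 37 °C. Benchmarks: high control without enzyme, low control DMSO plus TDP2. Probe or stimulus: 5 mM T5PNP. Doses: 12.8 µM only. Measured by: epi absorbance of p-nitrophenol freed from T5PNP by hydrolysis.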
# * marks the source's active call; other numbers are inactive results; i = inactive. No enrichment for hits; about 3.6% have a hit in one of these screens.
nr	SMILES	ADAM10 inh	ADAM17 inh	PLC-gamma1 inh	DDE Tn6 FP inh	PLCb3 inh
1	COc1ccc(C2(CNC(=O)c3cc(OC)c(OC)c(OC)c3)CCCC2)cc1OC	3	-1	1	-2	-2
2	CCCCn1nc(C(=O)NC2=NCCS2)c2ccccc2c1=O	-2	-3	1	3	0
3	COc1cccc(CNC(=S)NC2CCCC2)c1	-2	-1	2	1	0
4	Cc1cc(OCC(=O)Nc2ccncc2)ccc1Cl	1	3	1	9	-3
5	Cc1ccc(OC(C)C(=O)Nc2ccc(S(=O)(=O)Nc3cc(C)on3)cc2)cc1 (stereo not drawn)	-9	-5	1	2	0
6	COc1ccc(N2CCN(C(=O)CN3C(=O)NC4(CCCc5ccccc54)C3=O)CC2)cc1 (stereo not drawn)	-4	-3	2	2	-3
7	Cc1ccc(C(=O)Oc2ccc(N3C(=O)CCC3=O)c(C)c2)cc1	2	0	0	-4	4
8	CCOC(=O)[C@@H]1[C@H]2COc3ccccc3[C@@H]2N2C(=O)N(c3cccc(C)c3)C(=O)[C@@]12C	6	-2	-1	2	3
9	CN1C[C@@H]2[C@@H]3C(=O)N(Cc4ccccc4)C(=O)[C@@H]3[C@](C)(C1=O)N2C(=O)c1ccc(C(F)(F)F)cc1	0	-3	0	0	0
10	C=CCNC(=O)COC(=O)CNC(=O)c1cc(Cl)cc([N+](=O)[O-])c1	1	2	-1	6	2

nr	ARFGAP1 inhibitor	Tn7 DDE FP	ASAP1 GAP inh	SIAE primary	TDP2 inh
1	4	9	4	6	2
2	-11	4	1	-1	3
3	3	-2	11	-4	3
4	-1	-12	5	4	-3
5	-8	-7	7	-2	-12
6	1	-8	6	1	2
7	-1	6	-9	1	8
8	12	4	-3	8	-6
9	3	1	-3	0	10
10	2	1	4	1	2

# As entered above:
# cpd 8 in PLCb3 inh → 3
# cpd 7 in ADAM17 inh → 0
# cpd 2 in TDP2 inh → 3
# cpd 6 in PLC-gamma1 inh → 2

# (continued)
nr	SMILES	ADAM10 inh	ADAM17 inh	PLC-gamma1 inh	DDE Tn6 FP inh	PLCb3 inh
11	CCC(C)N(C(=O)COC(=O)c1ccc(=O)n(Cc2ccccc2)n1)C1CCS(=O)(=O)C1 (stereo not drawn)	-5	-3	-1	-13	-5
12	Cc1cc(C)nc(NC(=O)NS(=O)(=O)N2CCCCCC2)n1	14	5	2	2	3
13	O=C(CS(=O)(=O)Cc1ccccc1)Nc1ccc(Cl)cn1	-7	-7	3	-6	-3
14	O=C(CS(=O)(=O)c1cn(CC(=O)N2CCCC2)c2ccccc12)Nc1ccccc1	-18	-4	8	-2	-3
15	CCCS(=O)(=O)NC(=O)C1(C)CCCN(C(=O)c2cccnc2Oc2ccccc2)C1 (stereo not drawn)	11	3	-1	6	3
16	CC1=NN(C(C#N)c2ccccc2C)C(C)(C)C1 (stereo not drawn)	0	-2	0	1	2
17	COCCNC(=O)CN(Cc1ccc(Cl)cc1)S(C)(=O)=O	1	-3	-1	0	2
18	CCOC(=O)N1CCN(C(=O)CCCCn2c(=S)[nH]c3ccsc3c2=O)CC1	6	-3	1	4	2
19	CCOc1c2ccc(C(=O)NCc3ccc4c(c3)OCO4)cc2nn1CCOC	i	-210	-319	-2	i
20	CCc1nc2ccc(C(=O)NCCc3c[nH]c4ccccc34)cn2c1N(C)Cc1nccn1C	-7	0	-4	7	3

nr	ARFGAP1 inhibitor	Tn7 DDE FP	ASAP1 GAP inh	SIAE primary	TDP2 inh
11	-3	4	-1	2	2
12	3	2	-4	-1	-5
13	-2	3	2	5	15
14	3	0	7	-4	-11
15	-13	4	-5	-1	-1
16	6	-6	0	1	7
17	0	1	-14	-4	6
18	5	0	2	6	9
19	13	1	-2	5	1
20	-1	-5	-3	6	-7

# Next part.
nr	SMILES	ADAM10 inh	ADAM17 inh	PLC-gamma1 inh	DDE Tn6 FP inh	PLCb3 inh
21	COc1ccc2oc(=O)c(C(=O)OCc3ccccc3)cc2c1	-350	-152	i	-5	i
22	COc1cc(OC)cc(-c2c(-c3ccc(F)cc3)c3cc(-c4ccc5cc[nH]c5c4)ccc3n2C)c1	-19	6	-41	-4	-76
23	O=C(CCn1c(=O)[nH]c2ccsc2c1=O)N1CCN(c2ccc([N+](=O)[O-])cc2)CC1	10	3	1	-2	0
24	CCOc1ccccc1NC(=O)c1cccc(NC(=O)C2CCCC2)c1	-9	0	-2	-9	-6
25	CCOC(=O)C1CCCCN1Cc1cccc(Oc2ccccc2)c1 (stereo not drawn)	13	2	3	-6	-6
26	CCN(CC)CCCNC(=S)N1CCN(c2nc(-c3ccccc3)cs2)CC1	-3	-2	3	7	-3
27	COc1cc(C(=O)OC(C)C(=O)N2CCCC2)cc2c1OCCO2 (stereo not drawn)	-12	-2	4	-1	-1
28	COC(=O)CSc1nnc(-c2cccs2)n1-c1ccc(Cl)cc1	-3	-10	-3	-5	0
29	CC(NC(=S)NNS(=O)(=O)c1ccc(C(C)(C)C)cc1)c1ccccc1 (stereo not drawn)	-3	-5	0	-4	0
30	COc1ccc(CC(=O)N2CC3(C)CC2CC(C)(C)C3)cc1OC (stereo not drawn)	-10	-1	2	-8	-1

nr	ARFGAP1 inhibitor	Tn7 DDE FP	ASAP1 GAP inh	SIAE primary	TDP2 inh
21	1	-2	0	8	24
22	11	-5	-5	-12	-15
23	3	2	-2	0	6
24	9	2	-3	0	7
25	9	-3	0	-2	-2
26	8	2	-24	9	-10
27	12	-2	5	-3	-2
28	16	0	0	-2	0
29	5	0	7	6	2
30	-4	-3	6	-1	0

# Next part
nr	SMILES	ADAM10 inh	ADAM17 inh	PLC-gamma1 inh	DDE Tn6 FP inh	PLCb3 inh
31	OCCN1CCN(c2cc(C(F)(F)F)nc3ccccc23)CC1	6	2	0	1	-6
32	Cc1csc(=O)n1CC(=O)OCC(=O)Nc1cc(S(=O)(=O)N2CCOCC2)ccc1Cl	-2	-7	1	-7	-7
33	O=C(N/N=C1/CC(c2ccccc2)Oc2ccccc21)C1CC1 (stereo not drawn)	-11	-5	-4	6	-2
34	CCCCOC(=O)Cn1c(-c2ccccc2)nc2ccccc2c1=O	13	2	1	6	7
35	Nc1nc(N)c(N=O)c(Nc2cccc(Cl)c2)n1	1	-2	4	-3	0
36	O=C(NNC1=Nc2ccccc2SC1)c1cccc([N+](=O)[O-])c1	-5	3	2	4	-4
37	COc1ccccc1CCC(=O)OCC(=O)Nc1ccc(C(N)=O)cc1	0	-3	-1	3	-8
38	CC1CCCN(C(=O)CCc2nnc(-c3ccc4c(c3)OCO4)o2)C1 (stereo not drawn)	2	-2	-3	-2	-8
39	COc1ccc(OC)c(S(=O)(=O)Nc2ccc3c(c2)OCCO3)c1	-8	-3	0	8	2
40	CCC(=O)Nc1cccc(-c2ccc(N3CCC(C)CC3)nn2)c1	-5	1	0	-1	-11

nr	ARFGAP1 inhibitor	Tn7 DDE FP	ASAP1 GAP inh	SIAE primary	TDP2 inh
31	-5	-1	-19	3	-9
32	-2	1	5	2	2
33	0	3	-2	2	-5
34	2	8	-3	-1	-9
35	2	3	2	0	13
36	-3	-1	0	6	-4
37	-4	4	3	-2	-8
38	0	-4	-8	9	6
39	-2	11	-2	13	6
40	-8	-4	-6	2	-8

# Gathered by group, the compounds so far with a thiophene ring, fused or not
nr	SMILES	ADAM10 inh	ADAM17 inh	PLC-gamma1 inh	DDE Tn6 FP inh	PLCb3 inh
18	CCOC(=O)N1CCN(C(=O)CCCCn2c(=S)[nH]c3ccsc3c2=O)CC1	6	-3	1	4	2
23	O=C(CCn1c(=O)[nH]c2ccsc2c1=O)N1CCN(c2ccc([N+](=O)[O-])cc2)CC1	10	3	1	-2	0
28	COC(=O)CSc1nnc(-c2cccs2)n1-c1ccc(Cl)cc1	-3	-10	-3	-5	0

nr	ARFGAP1 inhibitor	Tn7 DDE FP	ASAP1 GAP inh	SIAE primary	TDP2 inh
18	5	0	2	6	9
23	3	2	-2	0	6
28	16	0	0	-2	0

# Ordered by the number under SIAE primary (lowest first): 3 from the list above.
nr	SMILES	ADAM10 inh	ADAM17 inh	PLC-gamma1 inh	DDE Tn6 FP inh	PLCb3 inh
37	COc1ccccc1CCC(=O)OCC(=O)Nc1ccc(C(N)=O)cc1	0	-3	-1	3	-8
33	O=C(N/N=C1/CC(c2ccccc2)Oc2ccccc21)C1CC1 (stereo not drawn)	-11	-5	-4	6	-2
39	COc1ccc(OC)c(S(=O)(=O)Nc2ccc3c(c2)OCCO3)c1	-8	-3	0	8	2

nr	ARFGAP1 inhibitor	Tn7 DDE FP	ASAP1 GAP inh	SIAE primary	TDP2 inh
37	-4	4	3	-2	-8
33	0	3	-2	2	-5
39	-2	11	-2	13	6

# Next part.
nr	SMILES	ADAM10 inh	ADAM17 inh	PLC-gamma1 inh	DDE Tn6 FP inh	PLCb3 inh
41	Brc1cccc(OCCOCCn2ccnc2)c1	11	3	4	-2	-1
42	C#CC1(NC(=O)NC(=O)c2c(F)cccc2F)CCCCC1	-1	-2	6	4	-3
43	CCOc1cc(/C=C2\SC(N3CCCC(C)C3)=NC2=O)ccc1O (stereo not drawn)	-12	0	-200	-3	-322
44	COc1ccccc1C(=O)Nc1c2c(nn1-c1cccc(C)c1C)CS(=O)C2 (stereo not drawn)	2	-2	3	-3	1
45	CC(C)(C)NC(=O)C1Cc2ccccc2CN1 (stereo not drawn)	-2	-3	-1	8	1
46	Cc1ccc(-n2ncc3c(N4CCN(c5ccc(F)cc5)CC4)ncnc32)c(C)c1	6	-5	2	6	4
47	COC(=O)c1ccc2c(=O)n(CCCCCC(=O)N3CCN(c4ccccc4)CC3)c(=O)[nH]c2c1	-4	-5	-9	-5	-8
48	c1ccc(Cc2noc(CN3CCC(CN4CCOCC4)CC3)n2)cc1	-6	-2	2	1	-3
49	O=C1CC(c2ccccc2)CC(=O)C1=CN1CCCC1 (stereo not drawn)	-3	-3	-1	-3	-7
50	Cc1c(CCC(=O)N2CCC(C(=O)NCCCCCC(=O)O)CC2)c(=O)oc2cc3oc4c(c3cc12)CCCC4	-132	-43	-108	-2	-174
51	O=C(Cc1ccccc1)NN=C1CCCC1	-19	-3	2	2	-6

nr	ARFGAP1 inhibitor	Tn7 DDE FP	ASAP1 GAP inh	SIAE primary	TDP2 inh
41	13	-1	-6	-3	-7
42	3	0	-6	0	0
43	10	-3	6	-7	-9
44	3	-1	6	-3	9
45	-1	1	-2	-6	-4
46	6	1	-5	-6	-3
47	-4	-3	-8	4	15
48	-1	-1	2	5	4
49	-11	0	-10	-4	-3
50	17	0	0	-2	-6
51	-8	-3	8	4	0
